Assay outcomes as filed in PubChem BioAssay.
Mcl1-Bid inh – Mcl-1/Bid interaction inhibition. Q07820. TR-FRET Mcl-1/Bid-Dy647 peptide binding, 1536-well. inhibition, % at 21.7 µM. 0.97% of 220,000 active;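 active means compounds that cut the binding signal by more than half at the single screening dose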;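 further: His-tagged Mcl-1 with europium anti-His antibody binding Bid BH3 peptide; 0% = Mcl-1 plus peptide wells and 100% = peptide-only wells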
Target sequence (Q07820 whole entry, looked up): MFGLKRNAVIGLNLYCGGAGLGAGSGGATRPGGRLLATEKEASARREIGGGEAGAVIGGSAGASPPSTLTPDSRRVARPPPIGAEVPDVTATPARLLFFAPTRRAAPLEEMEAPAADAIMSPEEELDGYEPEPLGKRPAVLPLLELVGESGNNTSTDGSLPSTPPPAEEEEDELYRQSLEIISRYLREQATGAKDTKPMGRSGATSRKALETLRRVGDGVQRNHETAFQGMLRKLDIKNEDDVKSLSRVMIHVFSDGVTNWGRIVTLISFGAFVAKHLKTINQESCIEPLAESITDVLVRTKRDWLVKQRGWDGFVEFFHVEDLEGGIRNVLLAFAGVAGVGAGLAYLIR
GSH bead fluor – GSH bead compound fluorescence profile; GSH beads flow cytometry, compound fluorescence 488/530 nm; hits give high values; AID 1776; 0.25% of 190,000 active; fluorescence (KMESF) at 10 µM; in the data active means fluorescence above about 89;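 further: glutathione beads carrying GST-tagged Bcl family fusion proteins plus one bare bead set; values are compound well signal with DMSO vehicle wells as background; inactives centre near 16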
Mcl1 Noxa PPI – disrupts binding of human Mcl-1 to Noxa peptide | Q07820 | TR-FRET Mcl-1/Noxa peptide binding, 2 h | inhibition, % at 21.7 µM | 1.5% of 220,000 active | AID 1022;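 active means compounds that cut the protein-peptide binding signal by more than 50% relative to plate controls in a single-dose test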;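 further: His-tagged Mcl-1 with rhodamine Noxa BH3 peptide and terbium anti-His antibody; 0% = Mcl-1 plus Noxa peptide wells and 100% = peptide-only wells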
RGS7-Gao reg – human RGS7-Galphao interaction regulation | P09471 | Multiplexed bead flow cytometry, RGS7-Galphao binding; actives lie on both sides | binding response (% of control), % at 10 µM | 0.35% of 220,000 active; in the data active means binding response below about 49% or above about 150%; inconclusive means no clear call, values can overlap the other calls; inactive means in between;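 further: fluorescent Galphao held in activated GDP-AlF4 state binding bead-coupled RGS7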
ABCG2 inh – human ABCG2 inhibition, ABCB1 as counter-screen. IgMXP3 cells, JC-1 efflux, flow cytometry. inhibition, % at 6.6 µM. 0.1% of 190,000 active. Q9UNQ0;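 active means inhibition above 80%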;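 further: 0% = DMSO and 100% = nicardipine control wells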
Target sequence (Q9UNQ0 whole entry, looked up): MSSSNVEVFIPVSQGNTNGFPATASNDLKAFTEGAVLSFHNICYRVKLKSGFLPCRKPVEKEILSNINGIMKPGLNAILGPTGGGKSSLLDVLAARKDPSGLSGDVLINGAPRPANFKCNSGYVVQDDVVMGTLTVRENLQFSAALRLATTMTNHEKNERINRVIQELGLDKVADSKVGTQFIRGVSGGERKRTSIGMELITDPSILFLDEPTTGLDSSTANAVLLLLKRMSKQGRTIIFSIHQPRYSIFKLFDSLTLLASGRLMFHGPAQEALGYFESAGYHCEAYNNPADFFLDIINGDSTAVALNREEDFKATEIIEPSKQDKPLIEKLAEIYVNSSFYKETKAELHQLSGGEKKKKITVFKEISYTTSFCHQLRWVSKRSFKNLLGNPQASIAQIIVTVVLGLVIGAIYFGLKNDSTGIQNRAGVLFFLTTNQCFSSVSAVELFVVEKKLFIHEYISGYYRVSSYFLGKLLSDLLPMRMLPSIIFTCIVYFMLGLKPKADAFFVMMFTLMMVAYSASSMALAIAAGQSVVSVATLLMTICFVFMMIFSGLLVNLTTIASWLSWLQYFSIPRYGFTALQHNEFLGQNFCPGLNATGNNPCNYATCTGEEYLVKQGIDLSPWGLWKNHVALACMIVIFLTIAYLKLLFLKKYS
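Times: 10 min at 25 °C | Test system: Two drug-resistant human cell lines, ABCG2 and ABCB1 | Quantity: 3 million cells/mL final, two lines in 1:1 ratio | Signal: Flow cytometry, 530 nm JC-1 signal | Dosing: Compound at 6.6 µM | Controls: Nicardipine and DMSO wells | Reagent: JC-1 as fluorescent efflux pump substrate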
ABCB1 block – blocks JC-1 efflux by human ABCB1 transporter. P08183. AID 1326. CCRF-Adr cells, flow cytometry. 0.067% of 190,000 active. inhibition, % at 6.6 µM; in the data active means inhibition above about 40%;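 further: 0% = vehicle and 100% = reference inhibitor; higher value means more JC-1 retained so stronger ABCB1 efflux block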
Avidin fluor – avidin bead compound fluorescence profile | Avidin beads, compound fluorescence 488/530 nm, flow cytometry; hits give high values | fluorescence (KMESF) at 10 µM | 0.38% of 220,000 active | AID 1775; in the data active means fluorescence above about 47; further: inactives centre near 10
RGS4-Gao reg – modulates binding of RGS4 to human Galphao; P09471; Multiplexed bead flow cytometry; actives lie on both sides; binding response (% of control), % at 10 µM; 0.33% of 220,000 active; in the data active means binding response below about 49% or above about 150%; inactive means in between;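 further: fluorescent Galphao activated with aluminum fluoride binding bead-coupled RGS4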
Pf gametocyte – P. falciparum stage V gametocyte viability inhibition. P. falciparum stage V gametocytes, ATP luminescence, 24 h. inhibition, % at 10.9 µM. 0.065% of 150,000 active. AID 743093;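 active means inhibition above the mean plus 3 SD of compounds within the control limits, set per campaign, cut at about 38% in these data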;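 further: 0% = DMSO wells and 100% = medium only without gametocytes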
RGS8-Gao reg – regulators of human RGS8-Galphao interaction; multiplexed bead flow cytometry, RGS8-Galphao binding; actives lie on both sides; response (percent of control binding), % at 10 µM; 0.34% of 220,000 active; P09471; in the data active means response below about 60% or above about 140%; inactive means in between;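 further: Galphao activated as the GDP aluminium fluoride complex binding bead-coupled RGS8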
Mcl-1 Bim block – human Bim-Mcl-1 interaction inhibition | Q07820 | 0.1% of 190,000 active | AID 1009 | Bead-based flow cytometry, Bim peptide-Mcl-1 binding | inhibition, % at 10 µM; in the data active means inhibition above about 40%;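 further: 0% = no compound tracer wells and 100% = peptide blocker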
Numbers without * were called inactive; u = inconclusive; x = not tested or not shown.

Start of the data: the first 4 records, ahead of the listing:
Order of results – Mcl1-Bid inh | GSH bead fluor | Mcl1 Noxa PPI | RGS7-Gao reg | ABCG2 inh | ABCB1 block | Avidin fluor | RGS4-Gao reg | Pf gametocyte | RGS8-Gao reg | Mcl-1 Bim block
[1] Cc1nc(CN(C)Cc2nc(Cc3ccccc3Cl)no2)cs1
→ -3 | 50 | 15 | 102 | 2 | 0.5 | 10 | 101 | -5 | 106 | -4
[2] CN(C)c1ccc(/C=N/NC(=O)c2cccc(N3CCCC3=O)c2)cc1
→ -28 | 13 | 34 | 103 | 1 | 0.3 | 10 | 103 | 7 | 105 | 1
[3] COc1ccc(NC(=O)C(NC(=O)c2ccc(=O)[nH]c2)c2ccc(OC)cc2)cc1 (stereo unspecified)
→ -7 | 10 | 12 | 105 | -3 | -0.2 | 4 | 102 | -10 | 101 | -9
[4] Cc1nn(-c2ccccc2)c(N2CCCC2)c1/C=C1\N=C(c2ccc(OC(C)C)cc2)OC1=O
→ -14 | 12 | -6 | 108 | 4 | 1.5 | 11 | 106 | -2 | 101 | -1

The listing, repeating the preview:
Order of results – Mcl1-Bid inh | GSH bead fluor | Mcl1 Noxa PPI | RGS7-Gao reg | ABCG2 inh | ABCB1 block | Avidin fluor | RGS4-Gao reg | Pf gametocyte | RGS8-Gao reg | Mcl-1 Bim block
[1] Cc1nc(CN(C)Cc2nc(Cc3ccccc3Cl)no2)cs1
→ -3 | 50 | 15 | 102 | 2 | 0.5 | 10 | 101 | -5 | 106 | -4
[2] CN(C)c1ccc(/C=N/NC(=O)c2cccc(N3CCCC3=O)c2)cc1
→ -28 | 13 | 34 | 103 | 1 | 0.3 | 10 | 103 | 7 | 105 | 1
[3] COc1ccc(NC(=O)C(NC(=O)c2ccc(=O)[nH]c2)c2ccc(OC)cc2)cc1 (stereo unspecified)
→ -7 | 10 | 12 | 105 | -3 | -0.2 | 4 | 102 | -10 | 101 | -9
[4] Cc1nn(-c2ccccc2)c(N2CCCC2)c1/C=C1\N=C(c2ccc(OC(C)C)cc2)OC1=O
→ -14 | 12 | -6 | 108 | 4 | 1.5 | 11 | 106 | -2 | 101 | -1
[5] O=C(Oc1c(Cl)cc(Cl)c2cccnc12)N1CCOCC1
→ -1 | 36 | 2 | 99 | 2 | 0.9 | 5 | 104 | x | 101 | -3
[6] COC(=O)C1CCN(C(=O)c2cc(OC)c(OC)c(OC)c2)CC1
→ -8 | 18 | 10 | 97 | 0 | 0.2 | 32 | 100 | -5 | 101 | 0
[7] Cc1cccc(-c2nnc(SCC(=O)C(C)(C)C)n2C)c1
→ -16 | x | 10 | u | x | x | 6 | 101 | 11 | 101 | x
[8] COC(=O)C(C)N(c1ccc(C)cc1)S(=O)(=O)c1c(C)[nH]c(=O)[nH]c1=O (stereo unspecified)
→ -8 | 30 | x | 99 | 5 | 0.5 | 12 | 96 | -16 | 99 | -6
[9] Cc1[nH]nc2c1C(c1ccc(-c3ccc(Cl)cc3)o1)C(C#N)=C(N)O2 (stereo unspecified)
→ -12 | 21 | 36 | 104 | 2 | -2.9 | 21 | 107 | x | 104 | -3
[10] CCOc1ccc(NC(=S)N2CCC(N(C)CC3CCCO3)CC2)cc1 (stereo unspecified)
→ -61 | 7 | 15 | 104 | 0 | 1.1 | 15 | 102 | -3 | 103 | -5
[11] c1ccc(COc2ccc(OCCCN3CCCCC3)cc2)cc1
→ 24 | 46 | 20 | 98 | -1 | -0.6 | 4 | 104 | x | 91 | -2
[12] CCc1cccc(N(C(=O)c2csnn2)C(C(=O)NC(C)(C)CC)c2ccccn2)c1 (stereo unspecified)
→ -12 | 9 | -34 | 101 | 1 | 1.2 | 27 | 103 | 8 | 100 | -23
[13] CC(Cc1cccs1)NC(=O)Nc1ccc(Cl)c(Cl)c1 (stereo unspecified)
→ -9 | 18 | 2 | 100 | 8 | 0.1 | 7 | 100 | x | 102 | 1
[14] Cc1ccc2cccc(NC(=O)c3ccc(Br)o3)c2n1
→ -4 | 10 | 17 | 108 | 8 | 0.9 | 14 | 99 | 18 | 106 | -1
[15] CCC(=O)Nc1ccc(NC(=O)c2cc3ccccc3o2)cc1
→ -9 | 50 | 20 | 103 | 6 | 0.6 | 7 | 105 | -10 | 104 | 0
[16] Cc1occc1-c1nnc(SCC(=O)NCCc2ccccc2)n1Cc1ccccc1
→ -5 | 6 | 25 | 108 | 2 | 1.0 | 7 | 111 | 15 | 107 | 0
[17] COc1cc(OC)c(C2C(C#N)=C(N)Oc3cc(C)n(CCCN4CCOCC4)c(=O)c32)cc1OC (stereo unspecified)
→ -52 | 23 | -14 | 93 | 1 | 0.6 | 14 | 93 | 8 | 99 | 5
[18] COc1ccc(-c2csc(-c3cccs3)n2)cc1OC
→ -20 | 12 | 18 | u | 3 | 0.4 | 12 | 101 | 1 | 101 | -1
[19] Cc1ccc2nc3ccc(N4CCCCCCC4)nn3c(=O)c2c1
→ -17 | 11 | -5 | 106 | 7 | 2.7 | 20 | 104 | x | 101 | -3
[20] Cc1cc(=O)[nH]c(N/N=C/c2c[nH]c3ccccc23)n1
→ -30 | x | 18 | u | x | x | 7 | 108 | 1 | 106 | x

Some of these compounds in order of SMILES length, smallest number first:
Order of results – Mcl1-Bid inh | GSH bead fluor | Mcl1 Noxa PPI | RGS7-Gao reg | ABCG2 inh | ABCB1 block | Avidin fluor | RGS4-Gao reg | Pf gametocyte | RGS8-Gao reg | Mcl-1 Bim block
[14] Cc1ccc2cccc(NC(=O)c3ccc(Br)o3)c2n1
→ -4 | 10 | 17 | 108 | 8 | 0.9 | 14 | 99 | 18 | 106 | -1
[9] Cc1[nH]nc2c1C(c1ccc(-c3ccc(Cl)cc3)o1)C(C#N)=C(N)O2 (stereo unspecified)
→ -12 | 21 | 36 | 104 | 2 | -2.9 | 21 | 107 | x | 104 | -3
[17] COc1cc(OC)c(C2C(C#N)=C(N)Oc3cc(C)n(CCCN4CCOCC4)c(=O)c32)cc1OC (stereo unspecified)
→ -52 | 23 | -14 | 93 | 1 | 0.6 | 14 | 93 | 8 | 99 | 5

Following part:
Order of results – Mcl1-Bid inh | GSH bead fluor | Mcl1 Noxa PPI | RGS7-Gao reg | ABCG2 inh | ABCB1 block | Avidin fluor | RGS4-Gao reg | Pf gametocyte | RGS8-Gao reg | Mcl-1 Bim block
[21] Cc1c(Cl)cccc1-n1c(SCC(=O)NCc2ccccc2Cl)nnc1-c1ccncc1
→ -9 | 12 | 11 | 101 | 3 | 0.9 | 39 | 98 | x | 101 | -4
[22] COc1cccc(C(=O)NC(=S)Nn2cnnc2)c1OC
→ -22 | 17 | 28 | u | 5 | -0.1 | 9 | 98 | 2 | 98 | -4
[23] N=c1c2c(ncn1Cc1ccco1)Oc1c(ccc3ccccc13)C2c1ccccc1 (stereo unspecified)
→ -8 | 5 | 24 | 103 | 7 | 5.4 | 3 | 103 | 9 | 106 | -1
[24] O=C(N/N=C(\CC(=O)c1cccs1)C(F)(F)F)c1ccncc1
→ 66* | x | 40 | u | x | x | 7 | 95 | -2 | 97 | x
[25] CCCOC(=S)NC(=O)c1sc2ccccc2c1Cl
→ 2 | 17 | 15 | x | -2 | -0.5 | x | x | 1 | x | -3
[26] CN(CC(O)COC(c1ccccc1)c1ccccc1)C1CCCCC1 (stereo unspecified)
→ -16 | 11 | 15 | 101 | 1 | 0.4 | 23 | 102 | -12 | 108 | 0
[27] CC(C)[C@H]1CN=C2N(CCNC(=O)CCC3CCCCC3)[C@H](Cc3ccc(O)cc3)CN21
→ 8 | 19 | -15 | 110 | 0 | 0.1 | 7 | 107 | -10 | 101 | -2
[28] O=C(COc1ccccc1)Nc1nc(-c2ccc(S(=O)(=O)N3CCOCC3)cc2)cs1
→ -19 | 5 | -52 | 116 | 0 | -0.1 | 7 | 108 | 22 | 103 | -1
[29] Cn1cccc1C(=O)OCC(=O)N1CC(=O)Nc2ccccc21
→ -19 | 10 | 3 | 113 | 3 | 0.8 | 34 | 104 | 10 | 104 | 0
[30] Cc1ccc(C(=O)CNc2ccc(Br)cc2)cc1
→ -13 | 13 | -129 | 95 | 5 | 0.8 | 8 | 74 | 9 | 82 | 1
[31] O=C(NC1CCCC1)C(c1ccc(Cl)cc1)N1CCc2ccccc21 (stereo unspecified)
→ -21 | 28 | 6 | 101 | 5 | 1.0 | 7 | 101 | x | 101 | 0
[32] COC(=O)COc1cccc2c(=O)n(CC(=O)NCc3ccc(F)cc3)ccc12
→ 14 | 20 | 8 | 101 | 2 | 0.3 | 7 | 102 | x | 105 | -1
[33] CCOC(=O)c1ccccc1NC(=O)COC(=O)C1=COCCO1
→ -14 | 16 | 11 | 97 | 3 | 0.5 | 38 | 100 | x | 100 | -3
[34] C=CCC1c2cccc(C(=O)O)c2C(=O)N1c1cccc(OC)c1 (stereo unspecified)
→ -9 | 23 | 14 | 100 | 2 | 0.9 | 9 | 100 | -25 | 106 | -3
[35] O=C1CCCN1CCCNC(=S)Nc1ccccc1
→ -19 | x | -5 | u | x | x | 9 | 107 | 2 | 104 | x
[36] Cc1cc(NC(=O)Cn2cc(C(F)(F)F)cc(Cl)c2=O)no1
→ -11 | 17 | 10 | 105 | 1 | 0.4 | 21 | 104 | -11 | 102 | -1
[37] CC(=O)Nc1nnc(SCC(=O)NCC2CCCO2)s1 (stereo unspecified)
→ -25 | 13 | 23 | 101 | -1 | -0.1 | 21 | 96 | x | 98 | -4
[38] O=C(COC(=O)c1cc([N+](=O)[O-])ccc1NCCO)NCc1cccs1
→ -14 | 22 | -6 | 100 | 3 | 0.6 | 23 | 101 | 11 | 104 | 2
[39] Cc1nnc2n(-c3ccccc3)c(=O)c3c4c(sc3n12)CCCC4
→ -23 | 23 | 2 | 95 | 19 | 0.1 | 6 | 96 | -38 | 100 | -1
[40] C/C(=N\NC(=O)c1cc(C)nc2ccccc12)c1ccco1
→ -19 | 10 | 2 | 96 | 8 | 0.8 | 8 | 102 | 5 | 100 | 9
[41] NC(=O)c1c(-c2cccs2)csc1N
→ -74 | 42 | 24 | 102 | 7 | 0.6 | 10 | 94 | x | 97 | -3
